Assay outcomes deposited in PubChem by several laboratories.
TLR9-MyD88 inh: inhibitors of TLR9-MyD88 association in cells, primary screen, cell-based, CHO, BLA complementation, fluorescence | Toll-like receptor 9 (Homo sapiens) + Myeloid differentiation primary response protein … | CCF4 FRET ratio | inhibition, % at 4.98 µM | 0.21% of 340,000 active;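 active means inhibition above the mean over all tested compounds plus 3 SD, cut at about 21% in these data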;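 further: 0% = DMSO only wells and 100% = clavulanate BLA inhibitor control wells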
NR5A2 inv ag: LRH-1 (NR5A2) inverse agonists, primary screen, cell-based, luminescence, HEK293T, StAR-luciferase reporter | inhibition, % at 3.6 µM | 0.13% of 360,000 active | AID 602396, 2012 | Nuclear receptor subfamily 5 group A member 2 (Homo sapiens), O00482 | LRH-1 transfected, 24 h;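 active means inhibition above the mean inhibition of all tested compounds plus 3 SD, cut at about 73% in these data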;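 further: 0% = DMSO wells and 100% = reporter-only cells lacking LRH-1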
Target sequence (O00482 whole entry, looked up): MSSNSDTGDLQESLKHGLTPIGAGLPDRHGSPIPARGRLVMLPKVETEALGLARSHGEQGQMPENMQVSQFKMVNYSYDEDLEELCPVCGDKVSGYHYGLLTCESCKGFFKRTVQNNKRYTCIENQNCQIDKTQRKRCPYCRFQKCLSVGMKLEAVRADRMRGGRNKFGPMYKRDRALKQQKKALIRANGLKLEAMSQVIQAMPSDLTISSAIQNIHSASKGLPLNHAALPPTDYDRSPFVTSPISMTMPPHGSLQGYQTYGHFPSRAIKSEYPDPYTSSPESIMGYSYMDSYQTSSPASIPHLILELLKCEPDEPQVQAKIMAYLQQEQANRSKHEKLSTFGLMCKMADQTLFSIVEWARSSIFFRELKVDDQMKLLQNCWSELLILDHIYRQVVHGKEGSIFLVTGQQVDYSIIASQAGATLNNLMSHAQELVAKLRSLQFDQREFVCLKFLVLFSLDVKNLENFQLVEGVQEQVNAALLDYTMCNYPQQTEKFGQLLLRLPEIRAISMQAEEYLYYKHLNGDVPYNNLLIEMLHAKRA
SRC2 inh: inhibition of GAL4-SRC2 driven luciferase reporter, primary screen, SRC2 inhibitor project, cell-based, luminescence. Nuclear receptor coactivator 2 (Homo sapiens), Q15596. 0.17% of 370,000 active. inhibition, % at 9 µM. HEK293 GAL4-SRC2 luciferase reporter;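 active means inhibition above the mean inhibition of all tested compounds plus 3 SD, set per campaign, cut at about 52% in these data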;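 further: 0% = DMSO treated cells and 100% = cells given Gossypol at 36 µM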
NCOA3 inh: SRC3 coactivator transcriptional activity inhibitors, primary screen, cell-based, luminescence | Nuclear receptor coactivator 3 (Homo sapiens), Q9Y6Q9 | HEK293 GAL4-SRC3 luciferase reporter | inhibition, % at 3.6 µM | 0.17% of 360,000 active | AID 588352, 2011;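 active means inhibition above a per-campaign cutoff, the mean of all compounds plus 3 SD, cut at about 60% in these data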;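 further: 0% = DMSO-treated cells and 100% = gossypol-treated cells at 36 µM; higher means less SRC3-driven luciferase light from the GAL4 reporter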
TROY NFkB inh: inhibitors of TROY-driven NF-kB signaling, primary screen, Q293 LMP1-TROYcd cells, NF-kB luciferase, uHTS; Q293 LMP1-TROYcd NF-kB luciferase reporter, 4 h; inhibition, % at 10 µM; AID 1347056, 2019; 0.98% of 360,000 active;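 active means compounds whose plate-normalised and pattern-corrected inhibition of the luciferase reporter signal at the single screening dose is 50% or more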
ABHD5-PLIN5 inh: ABHD5-PLIN5 interaction inhibitors, primary screen, cell lysate, split luciferase complementation, luminescence. Perilipin-5 (Homo sapiens) + 1-acylglycerol-3-phosphate O-acyltransferase ABHD5 (Homo …. Split G. princeps luciferase complementation, 4 h. inhibition, % at 4 µM. 0.78% of 360,000 active. AID 602281, 2012;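 active means inhibition above the mean inhibition across every tested compound plus 3 SD, cut at about 22% in these data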;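 further: 0% = DMSO only wells and the 100% control is not disclosed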
SRC1 inh: SRC1 coactivator transcriptional activity inhibitors, primary screen, cell-based, luminescence; Nuclear receptor coactivator 1 (Homo sapiens), Q15788; inhibition, % at 3.6 µM; 0.12% of 360,000 active; HEK293 GAL4-SRC1 luciferase reporter;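 active means inhibition above the campaign mean plus 3 SD, with each screening campaign given its own cutoff, cut at about 60% in these data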;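 further: 0% = DMSO treated cells and 100% = gossypol at 36 µM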
TWEAK Fn14 block: inhibitors of TWEAK-Fn14 signaling, primary screen, luciferase reporter cells, uHTS. inhibition, % at 10 µM. AID 1159606, 2016. TWEAK-stimulated Fn14 reporter cells, luciferase luminescence, 8 h. 2% of 360,000 active; in the data active means inhibition above about 50%
NOD2-RIPK2 inh: NOD2-RIPK2 binding disruptors in cells, primary screen, fluorescence, CHO cells, BLA complementation; CCF4 ratio; Receptor-interacting serine/threonine-protein kinase 2 (Homo sapiens), O43353; inhibition, % at 4.98 µM; 0.38% of 360,000 active; in the data active means inhibition above about 21%;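 further: 0% = vehicle only and 100% = reference blocker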
Target sequence (O43353 whole entry, looked up): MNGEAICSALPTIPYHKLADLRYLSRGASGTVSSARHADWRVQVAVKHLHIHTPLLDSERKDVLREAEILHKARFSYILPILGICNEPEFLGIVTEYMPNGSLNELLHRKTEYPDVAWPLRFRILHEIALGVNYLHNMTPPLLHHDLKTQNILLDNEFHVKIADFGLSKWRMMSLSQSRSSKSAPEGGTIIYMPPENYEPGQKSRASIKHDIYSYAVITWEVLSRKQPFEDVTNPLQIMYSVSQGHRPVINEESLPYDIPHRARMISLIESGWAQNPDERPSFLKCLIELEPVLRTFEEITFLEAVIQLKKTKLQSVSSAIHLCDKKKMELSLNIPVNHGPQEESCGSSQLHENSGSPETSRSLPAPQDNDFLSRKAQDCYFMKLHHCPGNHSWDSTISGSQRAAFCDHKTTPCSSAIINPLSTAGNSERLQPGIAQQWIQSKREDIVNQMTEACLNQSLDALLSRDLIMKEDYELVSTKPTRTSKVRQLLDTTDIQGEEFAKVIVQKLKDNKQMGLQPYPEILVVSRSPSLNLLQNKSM
Exocytosis inh: LAMP-1 surface exposure blockers, TALL-104 cells – cell-based, flow cytometry, MLPCN library, primary screen. inhibition, % at 10 µM. 0.66% of 360,000 active. TALL-104 LAMP-1 surface exposure; cells stimulated with thapsigargin and PMA;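 active means inhibition above about 55%, limit read from the data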
NR2F2 inh: NR2F2 transcriptional activity inhibitors, primary screen, cell-based, luciferase reporter, HEK293T, luminescence. COUP transcription factor 2 (Homo sapiens), P24468. HEK293T NGFI-A luciferase reporter. inhibition, % at 8.6 µM. 0.7% of 370,000 active. AID 686940, 2013;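 active means inhibition above a per-plate cutoff, mean inhibition of test wells between control levels plus 3 SD, cut at about 38% in these data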;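 further: cells cotransfected with COUP-TFII expression vector driving the NGFI-A reporter; 0% = median of COUP-TF2 test wells and 100% = reporter-only cells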
Active calls of the source: *. Only part of the results is shown; count on the stated rates, not on these rows.

Sample of the layout, two compounds:
Screening Cc1cc(=S)cc(C)n1CCO returned TLR9-MyD88 inh 2, NR5A2 inv ag 1, SRC2 inh -5, NCOA3 inh 10, TROY NFkB inh -15, ABHD5-PLIN5 inh 3, SRC1 inh 3, TWEAK Fn14 block -6, NOD2-RIPK2 inh 8, Exocytosis inh 2 and NR2F2 inh -12.
Screening Cc1ccc(-c2noc(C3CCCN(C(=O)c4ccccc4Br)C3)n2)cc1 (stereo unspecified) returned TLR9-MyD88 inh -3, NR5A2 inv ag 7, SRC2 inh 18, NCOA3 inh 4, TROY NFkB inh 16, ABHD5-PLIN5 inh -5, SRC1 inh 2, TWEAK Fn14 block 19, NOD2-RIPK2 inh -2, Exocytosis inh 2 and NR2F2 inh 32.

Results, previewed entries included:
Screening Cc1cc(=S)cc(C)n1CCO returned TLR9-MyD88 inh 2, NR5A2 inv ag 1, SRC2 inh -5, NCOA3 inh 10, TROY NFkB inh -15, ABHD5-PLIN5 inh 3, SRC1 inh 3, TWEAK Fn14 block -6, NOD2-RIPK2 inh 8, Exocytosis inh 2 and NR2F2 inh -12.
Screening Cc1ccc(-c2noc(C3CCCN(C(=O)c4ccccc4Br)C3)n2)cc1 (stereo unspecified) returned TLR9-MyD88 inh -3, NR5A2 inv ag 7, SRC2 inh 18, NCOA3 inh 4, TROY NFkB inh 16, ABHD5-PLIN5 inh -5, SRC1 inh 2, TWEAK Fn14 block 19, NOD2-RIPK2 inh -2, Exocytosis inh 2 and NR2F2 inh 32.
Screening COc1ccccc1/C=C/CN1CC(C)OC(C)C1 (stereo unspecified) returned TLR9-MyD88 inh 0, NR5A2 inv ag 7, SRC2 inh 8, NCOA3 inh -1, TROY NFkB inh -7, ABHD5-PLIN5 inh -4, SRC1 inh -11, TWEAK Fn14 block 6, NOD2-RIPK2 inh -5, Exocytosis inh -2 and NR2F2 inh -6.
For CC(OC(=O)c1cc2ccccc2[nH]1)C(=O)N(C)c1ccccc1 (stereo unspecified) the results were TLR9-MyD88 inh -4, NR5A2 inv ag -1, SRC2 inh -11, NCOA3 inh -2, TROY NFkB inh 1, ABHD5-PLIN5 inh -11, SRC1 inh -3, TWEAK Fn14 block 9, NOD2-RIPK2 inh -7, Exocytosis inh -8 and NR2F2 inh 23.
Screening COc1cccc2c1OC[C@@H](CO)[C@H]2N(C)C(=O)Nc1ccc(Cl)cc1Cl returned TLR9-MyD88 inh -2, NR5A2 inv ag 29, SRC2 inh 11, NCOA3 inh 7, TROY NFkB inh 15, ABHD5-PLIN5 inh 5, SRC1 inh -8, TWEAK Fn14 block 5, NOD2-RIPK2 inh -5, Exocytosis inh -3 and NR2F2 inh 13.
COc1cc(CN(C2CCCCC2)S(=O)(=O)c2ccc(S(=O)(=O)N(C)C3CCCCC3)cc2)cc(OC)c1OC was read as TLR9-MyD88 inh 0, NR5A2 inv ag -4, SRC2 inh -25, NCOA3 inh 3, TROY NFkB inh 10, ABHD5-PLIN5 inh -6, SRC1 inh -6, TWEAK Fn14 block 1, NOD2-RIPK2 inh 8, Exocytosis inh 3 and NR2F2 inh 11.
CN(C(=O)CCc1nnc(CCCCc2ccccc2)o1)C1CCOCC1 was read as TLR9-MyD88 inh -1, NR5A2 inv ag 21, SRC2 inh -35, NCOA3 inh 5, TROY NFkB inh -10, ABHD5-PLIN5 inh -1, SRC1 inh 2, TWEAK Fn14 block -9, NOD2-RIPK2 inh 6, Exocytosis inh -3 and NR2F2 inh 2.
`CN(CC(=O)O/N=C(\N)c1ccc([N+](=O)[O-])cc1)S(=O)(=O)c1ccc2ccccc2c1` gave TLR9-MyD88 inh 0, NR5A2 inv ag -3, SRC2 inh 3, NCOA3 inh -9, TROY NFkB inh 20, ABHD5-PLIN5 inh 4, SRC1 inh -21, TWEAK Fn14 block 12, NOD2-RIPK2 inh -5, Exocytosis inh -1 and NR2F2 inh 9.
Screening CC1(N(O)C=C2C=CC(=O)C=C2)CCCCC1=O (stereo unspecified) returned TLR9-MyD88 inh 4, NR5A2 inv ag 1, SRC2 inh -2, NCOA3 inh 17, TROY NFkB inh 9, ABHD5-PLIN5 inh -6, SRC1 inh -5, TWEAK Fn14 block -2, NOD2-RIPK2 inh 0, Exocytosis inh -3 and NR2F2 inh -6.
For Cc1cc(C(=O)N2CCCC(C(=O)c3ccc4ccccc4c3)C2)n(C)n1 (stereo unspecified) the results were TLR9-MyD88 inh -8, NR5A2 inv ag -1, SRC2 inh -19, NCOA3 inh 7, TROY NFkB inh -5, ABHD5-PLIN5 inh 4, SRC1 inh 2, TWEAK Fn14 block -14, NOD2-RIPK2 inh 3, Exocytosis inh -1 and NR2F2 inh 7.
For Cc1cccc(C(=O)N[C@H](C(=O)Nc2cc(S(=O)(=O)N3CCCCC3)ccc2C)C(C)C)c1 the results were TLR9-MyD88 inh 4, NR5A2 inv ag -2, SRC2 inh -1, NCOA3 inh 10, TROY NFkB inh 11, ABHD5-PLIN5 inh 1, SRC1 inh 5, TWEAK Fn14 block -2, NOD2-RIPK2 inh -4, Exocytosis inh 3 and NR2F2 inh 0.
CCC(C)N(C(=O)c1csnn1)C(C(=O)NCc1ccc(F)cc1)c1ccco1 (stereo unspecified) was read as TLR9-MyD88 inh 1, NR5A2 inv ag -4, SRC2 inh 14, NCOA3 inh 17, TROY NFkB inh -9, ABHD5-PLIN5 inh 3, SRC1 inh -60, TWEAK Fn14 block 12, NOD2-RIPK2 inh -3, Exocytosis inh 1 and NR2F2 inh 2.
Screening CCN(CC)CCNC(=O)c1cc2c(-c3cccc(OC)c3)nn(C)c2s1 returned TLR9-MyD88 inh -10, NR5A2 inv ag -15, SRC2 inh -39, NCOA3 inh 6, TROY NFkB inh -33, ABHD5-PLIN5 inh -3, SRC1 inh 7, TWEAK Fn14 block -16, NOD2-RIPK2 inh -9, Exocytosis inh -3 and NR2F2 inh -14.
For O=C(O)COc1ccccc1/C=N/NC(=O)c1cccc(S(=O)(=O)N2CCOCC2)c1 the results were TLR9-MyD88 inh 7, NR5A2 inv ag 0, SRC2 inh 8, NCOA3 inh 12, TROY NFkB inh -13, ABHD5-PLIN5 inh -8, SRC1 inh -6, TWEAK Fn14 block 5, NOD2-RIPK2 inh 8, Exocytosis inh 0 and NR2F2 inh 7.
`Cc1nn(C(C)C(=O)NCC2CCCO2)c(=O)c2cc3occc3n12` (stereo unspecified) gave TLR9-MyD88 inh -14, NR5A2 inv ag 2, SRC2 inh 3, NCOA3 inh 1, TROY NFkB inh 13, ABHD5-PLIN5 inh -4, SRC1 inh 4, TWEAK Fn14 block 1, NOD2-RIPK2 inh -4, Exocytosis inh -3 and NR2F2 inh 22.
For COc1ccc(N(CC(=O)NCC2CCCO2)C(=O)CCC(=O)Nc2cc(C)on2)cc1OC (stereo unspecified) the results were TLR9-MyD88 inh -6, NR5A2 inv ag -7, SRC2 inh 12, NCOA3 inh -15, TROY NFkB inh 14, ABHD5-PLIN5 inh -6, SRC1 inh 2, TWEAK Fn14 block 14, NOD2-RIPK2 inh -6, Exocytosis inh 12 and NR2F2 inh 14.
`O=C(c1ccc(-n2cccn2)cc1)N1CCc2c([nH]c3ccccc23)C1c1ccccn1` (stereo unspecified) gave TLR9-MyD88 inh 6, NR5A2 inv ag 19, SRC2 inh -7, NCOA3 inh 9, TROY NFkB inh 9, ABHD5-PLIN5 inh -8, SRC1 inh 1, TWEAK Fn14 block -1, NOD2-RIPK2 inh 10, Exocytosis inh -3 and NR2F2 inh -4.
For Cc1ccc(S(=O)(=O)Nc2ccc3c(c2)C(=O)N([C@H](C)CO)C[C@H](C)[C@H](CN(C)C(=O)Nc2cccc4ccccc24)OCCCC[C@@H](C)O3)cc1 the results were TLR9-MyD88 inh 6, NR5A2 inv ag -5, SRC2 inh -5, NCOA3 inh -10, TROY NFkB inh 32, ABHD5-PLIN5 inh 2, SRC1 inh -16, TWEAK Fn14 block 22, NOD2-RIPK2 inh 1, Exocytosis inh 2 and NR2F2 inh 7.
Screening CC(NC(=O)Cc1cccs1)C(c1cccs1)N1CCN(c2ccccc2)CC1 (stereo unspecified) returned TLR9-MyD88 inh -7, NR5A2 inv ag 25, SRC2 inh -30, NCOA3 inh 22, TROY NFkB inh 12, ABHD5-PLIN5 inh -4, SRC1 inh 22, TWEAK Fn14 block -3, NOD2-RIPK2 inh 8, Exocytosis inh -1 and NR2F2 inh -21.
Screening O=C(Cn1cnc2sc(-c3ccccc3)cc2c1=O)NCCc1ccccc1 returned TLR9-MyD88 inh 2, NR5A2 inv ag 9, SRC2 inh -14, NCOA3 inh 25, TROY NFkB inh -2, ABHD5-PLIN5 inh -7, SRC1 inh -13, TWEAK Fn14 block 3, NOD2-RIPK2 inh -2, Exocytosis inh -3 and NR2F2 inh 4.
Screening CCOC(=O)[C@]12CCC=C1N(Cc1ccco1)C(=O)[C@H](CC(=O)NCc1cccs1)C2 returned NR5A2 inv ag 10, SRC2 inh -13, TROY NFkB inh -5, ABHD5-PLIN5 inh 14, TWEAK Fn14 block -2, NOD2-RIPK2 inh -7, Exocytosis inh -2 and NR2F2 inh -3.
For Cn1c(=O)c(-c2cccc(Cl)c2)c(O)c2ccccc21 the results were TLR9-MyD88 inh -6, NR5A2 inv ag -11, SRC2 inh 6, NCOA3 inh -2, TROY NFkB inh -7, ABHD5-PLIN5 inh 8, SRC1 inh 10, TWEAK Fn14 block 9, NOD2-RIPK2 inh 0, Exocytosis inh 6 and NR2F2 inh 13.

2 compounds drawn at random from those above:
Screening O=C(Cn1cnc2sc(-c3ccccc3)cc2c1=O)NCCc1ccccc1 returned TLR9-MyD88 inh 2, NR5A2 inv ag 9, SRC2 inh -14, NCOA3 inh 25, TROY NFkB inh -2, ABHD5-PLIN5 inh -7, SRC1 inh -13, TWEAK Fn14 block 3, NOD2-RIPK2 inh -2, Exocytosis inh -3 and NR2F2 inh 4.
For Cc1cc(C(=O)N2CCCC(C(=O)c3ccc4ccccc4c3)C2)n(C)n1 (stereo unspecified) the results were TLR9-MyD88 inh -8, NR5A2 inv ag -1, SRC2 inh -19, NCOA3 inh 7, TROY NFkB inh -5, ABHD5-PLIN5 inh 4, SRC1 inh 2, TWEAK Fn14 block -14, NOD2-RIPK2 inh 3, Exocytosis inh -1 and NR2F2 inh 7.
